# Screening data as filed in PubChem BioAssay.
# KKLEB tox: cytotoxicity in KKLEB CF airway cells, primary screen, cytotoxicity control for CF NF-kB inhibitor project, cell-based, uHTS, fluorescence assay plates; KKLEB CF airway cells viability, ATPlite luminescence, overnight; stronger effect = lower value; cells stimulated with P. aeruginosa culture filtrate; activity change (cytotoxicity), % at 5 µM; AID 602141, 2011; hit rate 0.36% among 360,000;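 active = corrected activity change at or below -50% at 5 µM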
# TROY NFkB inh: inhibitors of TROY-driven NF-kB signaling, primary screen, Q293 LMP1-TROYcd cells, NF-kB luciferase, uHTS; Q293 LMP1-TROYcd NF-kB luciferase reporter, 4 h; inhibition, % at 10 µM; hit rate 0.98% among 360,000; AID 1347056, 2019;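 active = compounds whose plate-normalised and pattern-corrected inhibition of the luciferase reporter signal at the single screening dose is 50% or more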
# NR2E3 ag-1: inhibitors of NR2E3-RetCOR corepressor binding, primary screen, NR2E3 agonist project, biochemical, TR-FRET, GST-NR2E3, biotin-RetCOR; hit rate 0.12% among 320,000; inhibition of corepressor binding, % at 4.78 µM; AID 2300, 2010; Photoreceptor-specific nuclear receptor (Homo sapiens), Q9Y5X4; 1536-well;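 active = percent inhibition above the cutoff of mean plus 3 SD of all tested compounds, set per screening campaign, cut at about 20% in these data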;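 note: 0% = DMSO wells and 100% = biotin wells as full block of FRET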
# Target sequence (Q9Y5X4 whole entry, looked up): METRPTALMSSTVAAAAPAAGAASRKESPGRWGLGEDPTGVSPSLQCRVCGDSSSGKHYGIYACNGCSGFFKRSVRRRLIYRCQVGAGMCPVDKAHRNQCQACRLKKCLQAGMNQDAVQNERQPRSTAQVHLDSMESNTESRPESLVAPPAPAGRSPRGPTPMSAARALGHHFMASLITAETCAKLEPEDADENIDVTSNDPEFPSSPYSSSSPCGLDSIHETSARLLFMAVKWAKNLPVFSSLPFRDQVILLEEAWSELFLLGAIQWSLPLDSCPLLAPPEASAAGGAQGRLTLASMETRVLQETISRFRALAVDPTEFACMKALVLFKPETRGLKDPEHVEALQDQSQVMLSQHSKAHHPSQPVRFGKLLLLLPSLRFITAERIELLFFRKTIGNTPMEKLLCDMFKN
#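 Assay system: NR2E3–RetCOR corepressor complex. Quantity: 1.35 nM GST-NR2E3. Buffer or medium: pH 7.5 Tris-based buffer. Reagent: biotinylated RetCOR corepressor at 7 nM final. Schedule: 5 h at 4 °C. Detection: TR-FRET, emission read at 617 and 671 nm. Replicates: one well per compound, singlicate testing.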
# NR2E3 ag-2: NR2E3 agonists in two-hybrid cells, primary screen, cell-based, luminescence, CHO-S, Gal4-NCOR/VP16-NR2E3. inhibition of corepressor binding, % at 3.98 µM. Photoreceptor-specific nuclear receptor (Homo sapiens), Q9Y5X4. luciferase. hit rate 0.35% among 360,000. AID 602229, 2012;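 active = inhibition above the mean of all tested compounds plus 3 SD, cut at about 70% in these data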;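 note: 0% = DMSO with NR2E3 transfected cells and 100% = cells lacking NR2E3 construct; higher means lower luciferase signal from less NR2E3 corepressor binding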
# Shn3 inh set2: reduction of Shn3 3'UTR firefly luciferase signal, primary screen, Schnurri-3 inhibitor project, cell-based, Clone20 osteoblasts, set 2. Clone20 osteoblast Shn3 3'UTR firefly luciferase, 24 h. inhibition, % at 12.5 µM. hit rate 0.52% among 360,000;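 active = mean inhibition of at least 75% with every replicate also reaching 75%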;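 note: 0% = median of neutral control wells and 100% = pilot-screen positive control compound; some compounds past the cut are filed as inactive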
# TRAIL sens C8: viability loss with TRAIL in NB7+C8 cells, primary screen, TRAIL sensitizer project, cell-based, ATPlite luminescence; inhibition (viability loss, TRAIL sensitization), % at 10 µM; hit rate 1% among 360,000;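 active = compounds causing at least 50% loss of cell viability in the single-dose screen, relative to plate controls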
# CF NFkB block: inhibitors of PAF-induced NF-kB signaling, primary screen, cell-based, GFP fluorescence, uHTS; KKLEB NF-kB-GFP reporter, GFP fluorescence overnight; inhibition, % at 5 µM; hit rate 0.86% among 360,000; AID 588850, 2011;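 active = at least 50% inhibition at 5 µM, scaled per plate between neutral and stimulator controls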;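 note: PAF is a Pseudomonas aeruginosa culture filtrate used as stimulus; plate controls were PAF-stimulated DMSO wells for no effect and unstimulated DMSO wells for full effect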
# TWEAK Fn14 block: inhibitors of TWEAK-Fn14 signaling, primary screen, luciferase reporter cells, uHTS; TWEAK-stimulated Fn14 reporter cells, luciferase luminescence, 8 h; inhibition, % at 10 µM; hit rate 2% among 360,000; AID 1159606, 2016; in the data active = inhibition above about 50%
# TRPM1 prom inh: inhibitors of MITF-dependent TRPM1 promoter reporter, primary screen, cell-based, SK-MEL-5, single point, luciferase | SK-MEL-5 TRPM1 promoter luciferase, 24 h | inhibition, % at 12.5 µM | hit rate 0.83% among 330,000;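 active = mean inhibition across replicates of 60% or more, whatever share of single replicates reaches that level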; note: values of inactives mirror those of a sister screen read the other way
# Peg3 promoter: Peg3 promoter-driven luciferase inhibitors, primary screen, cell-based, HeLa, luciferase luminescence | HeLa PEG-Prom luciferase reporter, overnight | hit rate 1.7% among 360,000 | inhibition, % at 20 µM;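 active = inhibition of at least 50% at 20 µM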
# HIF-2a inh: HIF-2a reporter inhibitors, primary screen, luminescence, 786-0 RCC cells. 786-0 RCC cells HIF-2a reporter, luciferase luminescence, overnight. inhibition, % at 18.8 µM. hit rate 0.72% among 360,000. AID 624352, 2012;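 active = inhibition of the luminescence signal of 40% or more relative to plate controls, in a single-dose primary screen at 18.75 µM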
# An asterisk follows results filed as active; . = not tested or not shown.
# Preview (two entries):
Compound,KKLEB tox,TROY NFkB inh,NR2E3 ag-1,NR2E3 ag-2,Shn3 inh set2,TRAIL sens C8,CF NFkB block,TWEAK Fn14 block,TRPM1 prom inh,Peg3 promoter,HIF-2a inh
CC(=O)c1cccc(OCc2cc(C(=O)N(C)CCC3CCOCC3)no2)c1,3,-37,-3,-37,-36,5,-5,-36,-72,-194,-216
C/C(=C\c1cccc(Br)c1)C(=O)c1c(C)cc(C)[nH]c1=O,4,33,-1,5,-7,-3,10,41,.,30,20

# The list itself, repeating the preview:
Compound,KKLEB tox,TROY NFkB inh,NR2E3 ag-1,NR2E3 ag-2,Shn3 inh set2,TRAIL sens C8,CF NFkB block,TWEAK Fn14 block,TRPM1 prom inh,Peg3 promoter,HIF-2a inh
CC(=O)c1cccc(OCc2cc(C(=O)N(C)CCC3CCOCC3)no2)c1,3,-37,-3,-37,-36,5,-5,-36,-72,-194,-216
C/C(=C\c1cccc(Br)c1)C(=O)c1c(C)cc(C)[nH]c1=O,4,33,-1,5,-7,-3,10,41,.,30,20
Cc1ccc(NCc2nnc(SCC(=O)Nc3cc(C)on3)n2C)cc1,8,-24,-3,-10,-4,-3,2,8,5,-8,-11
O=c1cc(CN2CCN(c3ccccc3F)CC2)c2cc3c(cc2o1)CCCC3,-6,14,0,-44,7,-7,6,-15,-3,15,14
NS(=O)(=O)c1ccc(CCNC(=O)c2nc(CS(=O)(=O)c3ccc(Cl)cc3)no2)cc1,16,1,-1,-3,20,0,-81,12,5,17,2
CSc1nc(Oc2ccc3ccccc3c2)c2ccccc2n1,-4,8,1,-2,22,25,5,-16,20,15,-28
C#Cc1ccc([C@H]2C=C(C(=O)OCC=C)O[C@@H](OCCCCO)C2)cc1,0,-1,3,8,2,7,11,-12,10,1,4
COc1ccc(Nc2nc(NCc3ccco3)nc(N/N=C/c3ccccc3F)n2)cc1,-2,-5,0,-15,-5,-2,-10,7,1,-12,-16
COc1ccc(N2CCN(C(CNC(=O)C(C)C)c3ccc4c(c3)OCO4)CC2)cc1 (stereo not drawn),0,6,-3,-4,-15,-13,9,18,-13,10,6
O=C(NC1CCS(=O)(=O)C1)c1cc2c(=O)n3ccccc3nc2n1Cc1ccccc1 (stereo not drawn),-4,-4,.,-22,-1,-11,-8,-10,.,6,-6
CCOC(=O)C1CCN(C(=O)COc2ccc3c(C)cc(=O)oc3c2)CC1,9,0,1,15,4,-15,-11,-15,3,-8,2
CC(=O)c1ccc(S(=O)(=O)N(C)CC(=O)NCc2ccco2)cc1,10,-17,3,1,-12,-7,2,2,-13,-87,-88
COC(=O)CN1CCN(C(=O)c2ccco2)CC1,4,-21,3,-17,1,-13,18,-5,3,9,18
CCOC(=O)N1CCN(C(=O)c2ccc(OCC)cc2)CC1,7,-5,0,8,-3,-6,0,21,6,-4,-12
COc1ccc(-c2cnc3n2CCCCC3)cc1,-4,26,4,-9,-16,18,0,-14,-9,9,7
COc1ccc(C(=O)COC(=O)CCN2C(=O)C3C4CCC(C4)C3C2=O)cc1 (stereo not drawn),1,-8,0,-10,13,-6,2,-3,1,1,3
CCCCCC(=O)N1C[C@H](n2cc(C3CC3)nn2)[C@@H](O)C[C@@H]1c1ccc(C)cc1,-10,11,.,0,-4,11,-11,-24,.,-2,4
CCc1cc(CNC(=O)C2CCC(=O)N(CCc3cccc(F)c3)C2)on1 (stereo not drawn),4,-14,.,-5,10,4,-6,-4,11,6,-13
COCCN1C(=O)C(=O)/C(=C(/O)c2ccc(S(=O)(=O)N3CCOCC3)cc2)C1c1cccc(OC)c1 (stereo not drawn),22,10,3,-16,7,3,-12,7,0,13,0
O=C(O)c1cnn2c(C(F)F)cc(C(F)F)nc12,-6,17,1,41,-1,4,0,7,8,3,8
Cc1ccc(S(=O)(=O)C(C#N)c2nc3ccccc3nc2N2CC(C)OC(C)C2)cc1C (stereo not drawn),2,3,-1,9,29,-6,-12,5,7,27,12
CCOC(=O)N1CCN(C(=O)C2c3cc(OC)c(OC)cc3C(=O)N3CCc4ccccc4C23)CC1 (stereo not drawn),4,-3,0,-14,-13,2,3,-12,-9,8,7
COc1ccc(S(=O)(=O)Nc2ccncc2)c(C)c1C,-3,-2,5,-19,13,-4,-11,31,3,24,12
Cc1cc(C)n2nc(C(=O)OCC(=O)Nc3ccc4c(c3)OCCO4)nc2n1,26,-5,-1,-1,-1,-1,-36,2,-5,1,-6
COc1ccc(CCNc2cc(N3CCN(C(=O)c4ccccc4OC)CC3)ccc2[N+](=O)[O-])cc1OC,-17,64*,2,13,89*,39,29,94*,77*,29,36
CCCc1cc(=O)oc2cc(OCc3ccc(C(=O)O)cc3)ccc12,-11,-20,-3,-115,20,-6,16,-9,-19,-134,-120
CCc1cccc(NC(=O)CCc2nc(-c3cccs3)no2)c1,-4,12,-1,-10,7,-16,8,3,10,-2,5
O=C(NCC1CCCO1)c1cccc(S(=O)(=O)N2CCOCC2)c1 (stereo not drawn),5,1,0,-6,-5,-5,-12,-1,-2,14,7
COc1cc(NC(=S)NC(=O)c2ccco2)ccc1NC(=O)C(C)C,8,-17,-1,-30,-30,-8,10,-18,-7,-25,-55
Cc1cccc(/C=N/NC(=O)c2cccc(Cl)c2)n1,7,-3,-3,-44,5,9,-18,-18,19,-11,-43

Compound,KKLEB tox,TROY NFkB inh,NR2E3 ag-1,NR2E3 ag-2,Shn3 inh set2,TRAIL sens C8,CF NFkB block,TWEAK Fn14 block,TRPM1 prom inh,Peg3 promoter,HIF-2a inh
CN(C)C(=N)c1n[nH]nc1SCc1ccc(Cl)c(Cl)c1,-13,-2,-3,-18,1,-15,8,2,4,-8,15
COc1cccc(C2CC(c3ccccc3Cl)n3ncnc3N2)c1 (stereo not drawn),0,14,9,-20,-5,13,1,15,2,17,15
Cc1[nH]n(-c2ccccc2)c(=O)c1/C=N/c1nn[nH]n1,1,-21,2,17,2,2,-10,-1,9,-7,5
O=C(Nc1cccc(OCC(=O)N2CCOCC2)c1)c1ccc(C(F)(F)F)cc1,-6,12,1,-13,5,6,1,-19,-11,-19,-40
CN1CCN(c2nc3nonc3nc2N2CCN(C)CC2)CC1,-5,4,-1,-14,-13,4,-2,19,-4,6,8
COc1cccc(C(O)c2nc(-c3ccccc3)cs2)c1 (stereo not drawn),0,-27,.,-14,-5,3,4,-5,.,-46,-88
Cc1ccc(S(=O)(=O)N2CCOCC2)cc1NC(=O)COC(=O)COc1cccc2c1OC(C)(C)C2,19,-8,2,-13,2,5,-24,-14,-1,-12,8
CN(CC(=O)Nc1ccccc1Cl)C(=O)COC(=O)c1ccc(Cl)nc1,12,8,0,-25,-3,-3,0,18,-3,3,5
CC(=C\c1ccccc1)/C=C1/SC(=S)N(C(C(=O)O)C(C)C)C1=O (stereo not drawn),18,-5,.,-31,-15,-9,3,11,9,2,-7
CCc1ccccc1N(C(=O)CNC(=O)c1ccco1)C(C(=O)NC1CCCC1)c1cccnc1 (stereo not drawn),1,-14,-1,-8,-8,-11,-3,12,-1,-6,14
COc1cc(C2=NOC(C(=O)N3CCN(c4ccc(F)cc4)CC3)C2)cc(OC)c1OC (stereo not drawn),-8,5,2,0,8,26,4,20,-6,15,-2
c1ccc(-c2noc(C3CCCCC3)n2)nc1,-1,-32,1,-131,-82,45,-6,30,-68,-189,-180
Cc1ccc(-c2nnn(CC(=O)N(c3ccc4c(c3)OCCO4)C(C(=O)NCC3CCCO3)c3ccc(F)cc3)n2)o1 (stereo not drawn),0,3,2,9,16,-2,-3,25,7,-4,8
COc1ccc(C=C2c3ccccc3C(=O)c3ccccc32)c(OC)c1,-2,-12,0,-17,29,-2,18,-3,27,-16,9
CSCCC(NS(=O)(=O)c1ccccc1F)C(=O)NCC(c1ccco1)N(C)C (stereo not drawn),-8,4,.,-22,8,0,10,-2,-3,7,6
O=C(CN(Cc1ccccc1)C(=O)CCC(=O)Nc1ccccn1)NCCc1ccccc1,2,-13,0,0,-4,-2,-4,9,2,1,-5
CC1c2[nH]c3ccccc3c2C[C@H]2C(=O)N(CCCN(C)C)CC(=O)N12 (stereo partly drawn),13,12,1,-3,17,-4,-3,9,3,14,22
COc1cc(/C=N/O)ccc1OCc1ccc([N+](=O)[O-])cc1,13,-47,-4,-135,-37,25,-5,-3,-46,-311,-260
COc1ccc(N2CCN(C(=O)c3ccc(-n4nc(C)cc4C)cc3)CC2)cc1,-2,-1,2,15,-2,4,16,-9,2,11,6
CC(Oc1cccc(Cl)c1)c1ccnc2nc(/N=C/N(C)C)nn12 (stereo not drawn),-6,-3,2,-7,-22,0,9,-8,-10,3,17
CC(=O)Nc1ccc(S(=O)(=O)Nc2nccc(C)n2)cc1,-2,11,-2,-5,3,-9,3,-18,-6,8,15
Cc1cccc(OCC(=O)Nc2ccncc2)c1C,-1,2,0,-29,76,23,-10,2,-1,-28,-69
COc1ccc(S(=O)(=O)N2CCCCCC2)cc1C(=O)Nc1ccc(C(=O)N(C)C)cc1,2,11,.,9,-2,17,-8,-2,-3,25,14
COC(=O)NC(=S)Nc1ccc(Oc2ccc(Cl)cc2)c(Cl)c1,-9,-17,1,-2,7,14,-21,10,-3,39,-18
CCc1ccc(N(CC(=O)NCc2ccc3c(c2)OCO3)C(=O)c2csnn2)cc1,10,-21,3,-18,-1,-1,-28,-12,-23,-41,-68
O=C(CC1S/C(=N/N=C/c2cccs2)NC1=O)Nc1ccccc1F (stereo not drawn),-22,-12,-3,18,3,0,28,-18,-1,15,9
Cn1c(=O)[nH]c(=O)c2c1nc(NC1CCCC1)n2Cc1ccccc1,-4,3,0,-11,-4,-9,10,-1,-2,5,20
COC(=O)C(CCC(=O)CN1C(=O)c2ccccc2C1=O)N1C(=O)c2ccccc2C1=O (stereo not drawn),16,0,.,2,-10,-22,-11,-9,.,2,3
COc1cccc(-c2noc(CCC(=O)Nc3cccnc3)n2)c1,-10,-14,3,-10,11,-8,-2,-3,-32,-32,-73
C[C@H]1CN([C@@H](C)CO)C(=O)CCCn2nncc2CO[C@@H]1CN(C)Cc1ccc(Cl)c(Cl)c1,-6,4,.,-25,-13,0,14,-10,.,2,1

# The list is partial (hit frequency here may not be typical).
